Bioassay records as filed in PubChem BioAssay.
GAA glycogen = GAA glycogen-cleavage inhibition or activation; P10253; AID 2100; Potency, µM (top dose mostly 76.4 µM), inactives show at the highest dose activity change, negative = inhibition, actives largely listed as inhibitors; recombinant GAA, glycogen substrate, Amplex Red glucose oxidase fluorescence; actives 0.38% (n = 300,000); active = well fitted inhibition curve with a large enough effect; inconclusive = small, poorly fitted or top-dose-only effect, or another doubt; inactive = no such curve, though single readings can be large or run the other way;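 note: 0% = full enzyme reaction and -100% = no-enzyme basal signal; the screen sought inhibitors and activators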
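Recombinant human enzyme (4 nM); glycogen substrate; 37 C, 40 min, pH 5.0. Readout: coupled glucose oxidase/Amplex Red fluorescence.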
* hit, by the source's call; ? = inconclusive; [ ] = remark or other dose. Potency is the fitted concentration of half-maximal effect. An excerpt. The share of hits here may be higher or lower than overall.

The opening 5 records as a preview:
| SMILES | GAA glycogen |
| --- | --- |
| COc1cccc(/C=C2/NC(=O)N(CC(=O)Nc3ccc(C)cc3)C2=O)c1OCc1cccc(C(=O)O)c1 | 1% |
| Cc1cccc(N2CCN(C(=O)CCC(=O)N3CCOc4ccc(Cl)cc43)CC2C)c1 (stereo not drawn) | -1%[76.3 µM] |
| O=C(CCN1CCOCC1)Nc1ccc(F)cc1 | 11%[76.3 µM] |
| CC(=O)c1ccc(NC(=O)CSc2nc(Nc3ccccc3)nc(N3CCOCC3)n2)cc1 | -10%[76.3 µM] |
| CC(C)c1ccc(/C=C/c2[nH]c(=O)[nH]c(=O)c2[N+](=O)[O-])cc1 | -11%[76.3 µM] |

All compounds of this part, previewed entries included:
| SMILES | GAA glycogen |
| --- | --- |
| COc1cccc(/C=C2/NC(=O)N(CC(=O)Nc3ccc(C)cc3)C2=O)c1OCc1cccc(C(=O)O)c1 | 1% |
| Cc1cccc(N2CCN(C(=O)CCC(=O)N3CCOc4ccc(Cl)cc43)CC2C)c1 (stereo not drawn) | -1%[76.3 µM] |
| O=C(CCN1CCOCC1)Nc1ccc(F)cc1 | 11%[76.3 µM] |
| CC(=O)c1ccc(NC(=O)CSc2nc(Nc3ccccc3)nc(N3CCOCC3)n2)cc1 | -10%[76.3 µM] |
| CC(C)c1ccc(/C=C/c2[nH]c(=O)[nH]c(=O)c2[N+](=O)[O-])cc1 | -11%[76.3 µM] |
| C=CCc1ccc(OCC(O)CN2CCN(c3ccccc3)CC2)c(OC)c1 (stereo not drawn) | 3% |
| CSc1ccc(CNc2ncc(-c3cccc([N+](=O)[O-])c3)n2C)cc1 | -1%[76.3 µM] |
| Cc1ccc(C)c(C(=O)CN2C(=O)c3ccccc3C2=O)c1 | -3% |
| Cc1ccc(C(=O)O)cc1NS(=O)(=O)c1ccc2ccccc2c1 | 1% |
| COC(=O)COc1c(/C=C\c2nc(O)c([N+](=O)[O-])c(=O)[nH]2)cccc1OC | -10%[76.3 µM] |
| Cc1ccc(NC(=O)CN(C)CC(=O)Nc2sc3c(c2C(N)=O)CCC3)cc1 | -1%[76.3 µM] |
| O=C(NC1CCCC1)C(c1ccncc1)N(C(=O)Cc1cccs1)c1ccc(F)cc1 (stereo not drawn) | 2%[76.3 µM] |
| O=C(O)CCCN1C(=O)/C(=C\C(Cl)=C\c2ccccc2)SC1=S | -13% |
| Cc1cccn2c(=O)c3cc(C(=O)N4CCCCC4)sc3nc12 | 1%[76.3 µM] |
| CC(C)n1cc(NC(=O)COc2ccccc2Cl)cn1 | -4%[76.3 µM] |
| CN1CC(=O)Nc2ccccc2C1=O | 4% |

An excerpt from above in order of their number in GAA glycogen, descending:
Molecule	GAA glycogen
CN1CC(=O)Nc2ccccc2C1=O	4%
Cc1ccc(C(=O)O)cc1NS(=O)(=O)c1ccc2ccccc2c1	1%
O=C(O)CCCN1C(=O)/C(=C\C(Cl)=C\c2ccccc2)SC1=S	-13%

Continuation.
| SMILES | GAA glycogen |
| --- | --- |
| COc1ccc(C2=NOC(C(=O)Nc3ccc4c(c3)OCCO4)C2)c(OC)c1 (stereo not drawn) | 0% |
| CCOC(=O)c1c(S(=O)(=O)N(C)C2CCCCC2)c(C)n(C)c1C | 2%[76.3 µM] |
| Cc1cc(C)c(S(N)(=O)=O)c(C)c1N(C)S(=O)(=O)c1ccc(Cl)cc1 | 1%[76.3 µM] |
| COC(=O)[C@@H](Cc1c[nH]c2ccccc12)NC(=O)CCC(=O)c1ccc(Br)cc1 | -8% |
| COc1ccc(/C(C)=N/Nc2nc(C)c(C(C)=O)s2)cc1 | -2%[76.3 µM] |
| COc1ccc(C(=O)Nc2cccc(C(=O)N3CCCCC3)c2)cc1 | -10%[76.3 µM] |
| CCCCNC(=S)N(CCN(CC)CC)Cc1cc2cc3c(cc2[nH]c1=O)OCO3 | 3%[76.3 µM] |
| COc1ccccc1CN1CCCC(CN(CCN(C)C)C(=O)C2CCCC2)C1 (stereo not drawn) | 15%[76.3 µM] |
| CSc1ccccc1OCc1cc(C(=O)N2CCCC2c2nonc2C)no1 (stereo not drawn) | -2%[76.3 µM] |
| O=C(NCc1ccccc1Cl)c1ccc2ccccc2n1 | 1% |
| COc1ccc(NC(=O)CN2CCN(CC(=O)Nc3ccc(OC)cc3)CC2)cc1 | 6%[76.3 µM] |
| Cc1cccc(OCC(=O)NCCCNC(=O)c2ccncc2)c1 | -5%[76.3 µM] |
| O=C(COc1ccc(S(=O)(=O)N2CCOCC2)cc1)Nc1cccc([N+](=O)[O-])c1 | -6%[76.3 µM] |
| O=C(Nc1nccs1)c1ccc(CSc2ccccc2)o1 | -3%[76.3 µM] |
| CCc1ccc2[nH]c3nc(N/N=C/c4ccc(O)cc4O)nnc3c2c1 | ? |
| COc1ccc(/C=C/C(=O)c2ccc(C(=O)/C=C/c3ccc(OC)c(OC)c3)cc2)cc1OC | -2% |
| COc1ccc(N2CCN(C(=O)CCC(=O)N3CCOc4ccc(C)cc43)CC2)cc1 | -16%[76.3 µM] |
| CC(C)NC(=O)CN(Cc1ccc(F)cc1)C(=O)CCC(=O)Nc1ccccn1 | 13% |
| COc1ccc(C2=NN(c3ccc(C=O)cc3)C(c3ccccc3)C2)cc1 (stereo not drawn) | -13% |
| C/C(=N\NC(=O)C1CCCC1)c1ccc(Cl)cc1 | -5%[76.3 µM] |
| COc1ccc(NC(=O)CCNS(=O)(=O)c2ccc(C)c(C)c2)cc1OC | -8%[76.3 µM] |
| CCOc1ccccc1N(CC(=O)NC(C)(C)C)C(=O)CCC(=O)Nc1nccs1 | -7%[76.3 µM] |
| CC1CCN(c2ccc3nnc(CCC(=O)Nc4ccc(F)c(F)c4)n3n2)CC1 | -3%[76.3 µM] |
| CNC(=O)N(O)C1N(/N=C/c2ccc(SC)cc2)C(=S)SC1(C)C (stereo not drawn) | 2% |
| COc1ccc(NC(=O)C2CC(=O)N(c3ccccc3C)C2)c(OC)c1 (stereo not drawn) | -3% |
| CSc1ccc(/C=N/N(C)S(=O)(=O)c2ccc(C)cc2)cc1 | -8% |
| O=C(COc1ccc(-c2ccccc2)cc1)NNC(=O)Nc1ccc(F)cc1F | 0%[76.3 µM] |
| Cc1ccc(C)c(N2CCN(S(=O)(=O)c3c(C)noc3C)CC2)c1 | 9%[76.3 µM] |
| Cc1cc(NS(C)(=O)=O)c(=O)n(Cc2cccc(F)c2)c1 | 17%[76.3 µM] |
| CCc1ccc(NC(=O)c2sc3nc4n(c(=O)c3c2C)CCC4)cc1 | -11%[76.3 µM] |
| COc1cc(/C=N/NC(=O)c2c(C)nc3ccc(Cl)cn23)cc(OC)c1OC | 12%[76.3 µM] |
| CC(C)NC(=O)C1=NN(c2ccccc2)C(=O)CC1 | 5% |
| CC(Oc1ccc(-c2ccccc2)cc1)C(=O)N/N=C/c1cccnc1 (stereo not drawn) | 1% |
| CCNc1c(NC(=O)c2cccs2)c(=O)oc2ccccc12 | -11%[76.3 µM] |
| Cc1c(CCC(=O)N2CCC[C@H]2C(=O)O)c(=O)oc2c(C)c3oc4c(c3cc12)CCCC4 | -16%[76.3 µM] |
| Cc1ccc(Cl)cc1NC(=O)CCNC(=O)N1CC(=O)Nc2ccccc21 | 6%[76.3 µM] |
| O=C(NC(=S)NCc1cccnc1)c1ccccc1F | -2% |
| CCCCOc1cccc(C(=O)Nc2ccc(NC(=O)c3cccs3)cc2)c1 | 2% |
| CC(=O)c1ccc(C(=O)Nc2sc3c(c2C(N)=O)CCN(Cc2ccccc2)C3)cc1 | -12%[76.3 µM] |
| CCN(CC(=O)NCc1ccc(F)cc1)C(=O)c1cccnc1SC | -3%[76.3 µM] |
| O=C(O)CCn1c(-c2ccccn2)nc2ccccc21 | 1%[76.3 µM] |
| CCOc1ccc(-n2c(-c3ccccc3)c[nH]c2=S)cc1 | 6% |
| COc1cccc(CC2(CO)CCN(S(=O)(=O)c3ccc(OC)cc3OC)CC2)c1 | 3%[76.3 µM] |
| Fc1ccc(CSc2nnc(-c3ccccn3)o2)cc1 | -5%[76.3 µM] |
| O=Cc1c(-c2ccccc2)cc2oc3ccccc3cc1-2 | 0% |
| COc1ccccc1C(=O)N1CCN(Cc2c[nH]c3ccccc23)CC1 | -2% |
| COc1ccc(C2=NS(=O)(=O)N(C)C(C(=O)Nc3ccc(C)cc3)=C2)cc1 | 8%[76.3 µM] |
| O=C(Nc1cccc(F)c1)c1ccc2c(c1)OCCO2 | 1% |
| CC(C)(C)c1cc(S(=O)(=O)CCc2ccncc2)cc(C(C)(C)C)c1F | 4% |
| Cc1ccc(NC(=O)Cn2nnc(C(=O)NCc3ccc4c(c3)OCO4)c2N)cc1 | -1%[76.3 µM] |
| Cc1ccccc1C(=O)NC1CCCCCCC1 | 0%[76.3 µM] |
| C=CCc1ccc(OCCn2cncn2)c(OC)c1 | -3%[76.3 µM] |
| COCCN(C(=O)CCC(=O)Nc1cc(C)on1)C(C(=O)NC(C)(C)C)c1ccc(OC)cc1 (stereo not drawn) | -4% |
| C=CCN1C(=O)[C@@H]2Cc3c([nH]c4ccccc34)C(c3cc(OC)c(OC)c(OC)c3)N2C1=S (stereo partly drawn) | -7% |
| COc1cccc(OCC(O)CNC(=O)c2oc3c(C)c(C)ccc3c2C)c1 (stereo not drawn) | -16%[76.3 µM] |
| O=C(Nc1ccc(S(=O)(=O)Nc2ccccn2)cc1)c1ccc(Cl)cc1Cl | 1% |

(more compounds)
| SMILES | GAA glycogen |
| --- | --- |
| COc1cc(/C=N/NC(=O)c2ccc3c(c2)OCCO3)c(Br)c(Br)c1O | -13%[76.3 µM] |
| Cc1ccc(C)c(S(=O)(=O)NCCN2CCOCC2)c1 | 3% |
| N#CCCn1cc(C(N)=O)c(-c2ccc3ccccc3c2)n1 | 8%[76.3 µM] |
| COc1ccc(Cc2nnc(NC(=O)c3ccccc3F)s2)cc1OC | -1%[76.3 µM] |
| O=C(Cc1cccc2ccccc12)Nc1ccc(O)cc1C(=O)O | -1%[76.3 µM] |
| COc1ccc(NC(=O)CCCNC(=O)c2ccc(Cl)cc2)cc1OC | -6% |
| N#Cc1ccc(COC(=O)c2cnc3ccccc3n2)cc1 | 1% |
| COc1ccc(Cl)cc1NC(=O)CSc1nnc(CNC(=O)c2cccs2)o1 | -6%[76.3 µM] |
| CCCNC(=O)c1ccc(COc2ccc(CCC)cc2OC)o1 | 0% |
| CC(C)C[C@@H](COc1ccccc1)N1CCN(Cc2ccccc2)CCC1=O | 20%[76.3 µM] |
| Cc1onc(-c2c(F)cccc2Cl)c1C(=O)NC1CC1 | -1%[76.3 µM] |
| CCN(Cc1ccccc1)C(=O)CSc1n[nH]c(N)n1 | 15%[76.3 µM] |
| Cc1ccccc1-c1cc(C(=O)N2CCCC2)c2ccccc2n1 | -1%[76.3 µM] |
| COCCN(C(=O)COC(=O)CCc1nc2ccccc2s1)c1c(N)n(Cc2ccccc2)c(=O)[nH]c1=O | 5%[76.3 µM] |
| O=C(C1CC1)N1CCc2cc(S(=O)(=O)N3CCN(c4ccccc4)CC3)ccc21 | -1%[76.3 µM] |
| O=[N+]([O-])c1cccc(CN2C[C@@]34C=C[C@@H](C[C@@H]3S2(=O)=O)O4)c1 | 14%[76.3 µM] |
| Cn1c(CNS(=O)(=O)c2cccc(Cl)c2)cc(=O)n(C)c1=O | -22%[76.3 µM] |
| O=S(=O)(Oc1ccccc1C(=S)N1CCOCC1)c1ccc(Cl)cc1 | 1%[76.3 µM] |
| CCOC(=O)N1CCC(NC(=O)c2oc3c(F)cccc3c2C)CC1 | -4%[76.3 µM] |
| COc1ccc(CCNC(=O)C2CCCN(S(=O)(=O)N3CC(C)CC(C)C3)C2)cc1OC (stereo not drawn) | -5%[76.3 µM] |
| Cc1nn2c(N3CCOCC3)cc(C(C)(C)C)nc2c1-c1ccc(Cl)cc1 | 10% |
| O=C(c1ccco1)N1CCN(C(=O)c2ccc(CS(=O)c3cccc(Cl)c3)o2)CC1 (stereo not drawn) | -3%[76.3 µM] |
| COc1ccc(-n2nc(C(=O)NCC(=O)N3CCCCCC3)c3ccccc3c2=O)c(OC)c1 | 12% |
| COc1ccc2c(C)c(C(=O)N3CCN(Cc4ccccc4)CC3)oc2c1 | -10%[76.3 µM] |
| CC(CN1CCC(n2nccc2NC(=O)C2CCCC2)CC1)c1ccccc1 (stereo not drawn) | 5%[76.3 µM] |
| O=C(CCN1C(=O)C2C3CCC(C3)C2C1=O)Nc1ccc(F)cc1 (stereo not drawn) | -6%[76.3 µM] |
| O=C(CNC(=O)c1ccc(F)cc1)c1ccccc1 | 6%[76.3 µM] |
| Cn1c(CO)cnc1S(=O)(=O)Cc1c(Cl)cccc1Cl | 3% |
| COC(=O)C(C)Oc1ccc(-c2nccc(-c3ccccn3)n2)cc1 (stereo not drawn) | -1% |
| COC(=O)C1Cc2c([nH]c3ccccc23)C(C(C)C)N1 (stereo not drawn) | 7% |
| S=C(Nc1ccccc1)N1CCc2ccccc21 | -4%[76.3 µM] |
| O=C(Cc1ccccc1Cl)Nc1ccc(S(=O)(=O)Nc2nccs2)cc1 | -3%[76.3 µM] |
| O=C(Nc1cccc(Cl)c1)C1CCN(C(=O)c2cccs2)CC1 | 6%[76.3 µM] |
| CCC(NC(=O)COc1cc2c(c3oc(=O)c(C)c(C)c13)CCC(C)(C)O2)C(=O)O (stereo not drawn) | -2% |
| O=C(CCCl)Nc1nc2c(s1)CCc1ccccc1-2 | 3% |
| O=C(NCC1CCCO1)c1ccc[nH]1 (stereo not drawn) | 1% |
| CC(=O)Nc1ccc(S(=O)(=O)N2CCN(C(=O)c3ccco3)CC2)cc1 | -1% |
| COc1ccc(C(=O)CN2CCN(c3ccc(Cl)cc3)CC2)cc1OC | -5% |
| C=CCn1c(SCc2ccc(C(=O)NCCO)cc2)nc2ccccc2c1=O | 0%[76.3 µM] |
| CN(C)S(=O)(=O)N1CCN(C(=O)c2ccc3c(c2)OCO3)CC1 | 9% |
| CCc1ccc(NC(=O)NNC(=O)c2cc3ccccc3cc2O)cc1 | 1%[76.3 µM] |
| COC(=O)CN(c1nc(C)c(Br)c(OC)n1)S(=O)(=O)c1ccccc1 | 13%[76.3 µM] |
| Cc1ccccc1COC(=O)CCC1=NS(=O)(=O)c2ccccc2N1 | -5%[76.3 µM] |
